CHO-K1 Ca antag – nonselective inhibitor or artifact in parental CHO-K1 cells. ATP-induced calcium, Fluo-8 fluorescence. inhibition, % at 3 µM. actives 0.6% (n = 360,000);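 active means inhibition above a per-plate cutoff, the plate's mean sample inhibition plus 3 SD, cut at about 24% in these data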;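 further: 0% = DMSO plus EC80 ATP and 100% = DMSO alone without ATP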
V1aR counter – counter-screen for oxytocin receptor agonists: human V1a receptor agonists | P37288 | CHO-V1R cells, Fluo-8 calcium fluorescence, agonist mode; 0% DMSO, 100% 3 nM vasopressin | activation, % at 3 µM | actives 0.25% (n = 320,000) | AID 2797;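 active means activation above the mean activation of all tested compounds plus 3 SD, per screening run, cut at about 20% in these data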;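 further: signal is peak over basal fluorescence ratio across a 100 second FLIPR read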
Target sequence (P37288 whole entry, looked up): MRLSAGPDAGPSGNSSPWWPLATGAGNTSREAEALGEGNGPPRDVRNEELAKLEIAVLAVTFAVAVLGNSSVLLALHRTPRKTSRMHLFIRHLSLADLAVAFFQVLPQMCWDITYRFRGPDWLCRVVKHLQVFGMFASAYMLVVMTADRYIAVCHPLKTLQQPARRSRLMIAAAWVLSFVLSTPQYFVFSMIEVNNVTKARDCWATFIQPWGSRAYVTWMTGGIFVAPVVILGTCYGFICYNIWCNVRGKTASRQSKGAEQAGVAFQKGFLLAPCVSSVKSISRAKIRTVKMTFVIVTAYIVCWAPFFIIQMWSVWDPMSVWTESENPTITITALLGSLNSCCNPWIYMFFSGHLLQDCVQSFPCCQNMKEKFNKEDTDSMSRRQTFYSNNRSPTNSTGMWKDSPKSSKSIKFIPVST
TAAR1 antag – human TAAR1 antagonism; Q96RJ0; CHO RD-HGA16 TAAR1, Fluo-8 calcium fluorescence, antagonist; inhibition, % at 3 µM; actives 1.5% (n = 360,000); AID 624466;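 active means inhibition above a per-plate cutoff, the mean inhibition of test compounds on that plate plus 3 SD, cut at about 49% in these data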;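 further: 0% = DMSO plus EC80 beta-PEA response and 100% = DMSO alone without agonist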
Target sequence (Q96RJ0 whole entry, looked up): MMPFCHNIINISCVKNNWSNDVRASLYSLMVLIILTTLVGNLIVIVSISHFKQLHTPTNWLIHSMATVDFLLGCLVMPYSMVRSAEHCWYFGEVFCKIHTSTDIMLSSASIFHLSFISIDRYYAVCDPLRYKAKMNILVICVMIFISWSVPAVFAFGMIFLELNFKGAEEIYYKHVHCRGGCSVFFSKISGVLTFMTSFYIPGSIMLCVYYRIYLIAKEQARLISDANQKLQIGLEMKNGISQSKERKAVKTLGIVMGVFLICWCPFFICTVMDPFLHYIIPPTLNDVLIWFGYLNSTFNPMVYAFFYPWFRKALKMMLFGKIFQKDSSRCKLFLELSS
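Test system: RD-HGA16 CHO cells with stable hTAAR1 and Gα16 / Probe or stimulus: EC80 β-phenethylamine stimulus / Times: seeding 17-24 h prior, 75-min 37 °C, 30-min RT dye loading / Detection: Fluo-8 calcium-sensitive fluorescence / Read-out basis: % inhibition scaled between DMSO and EC80 PEA controls / Repeats: singlicate, one well per test compound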
CHO-K1 Ca ag – nonselective activator or artifact in parental CHO-K1 cells. Fluo-8 calcium fluorescence; scaled to maximal ATP response, vehicle zero. activation, % at 3 µM. actives 0.48% (n = 360,000). AID 602248; in the data active means activation above about 15%;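 further: untransfected CHO-K1 host cells lacking M1 receptor as counterscreen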
OXTR ag – activates the human oxytocin receptor | P30559 | CHO-OTR cells, Fluo-8 calcium fluorescence; normalized: DMSO 0%, oxytocin 100% | activation, % at 3 µM | actives 0.32% (n = 320,000) | AID 2435;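 active means activation above the mean of all tested compounds plus 3 SD, cutoff set per screening run, cut at about 20% in these data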;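 further: peak over basal fluorescence ratio from a 100 s FLIPR kinetic read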
CHO parental Ca – signal in parental CHO cells, OX1R antagonist counter-screen; parental CHO-K1, ATP-induced calcium, Fluo-8 fluorescence; actives 0.63% (n = 330,000); AID 463079; inhibition, % at 5.6 µM;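 active means inhibition above that plate's mean sample inhibition plus 3 SD, cut at about 26% in these data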;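 further: 0% = ATP-challenged DMSO wells and 100% = DMSO wells without ATP; some compounds past the cut are filed as inactive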
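material = parental CHO cells | also added = ATP as calcium-mobilizing challenge | dosing = single point at 5.6 µM | detection = intracellular calcium via Fluo-8 no-wash fluorescent dye | read-out = % inhibition | benchmarks = low control ATP plus DMSO, high control DMSO only | repeats = one well per compound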
GPR7 antag – antagonists of human GPR7 (neuropeptides B/W receptor 1) | P48145 | GPR7-expressing cells, fluorescence antagonist assay | inhibition, % at 4.4 µM | actives 1.1% (n = 290,000) | AID 1861; in the data active means inhibition above about 16%, passing the limit was not always enough;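 further: cells stimulated with the agonist NPW; 0% = agonist with vehicle and 100% = vehicle without agonist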
OXTR potentiator – potentiators of human oxytocin receptor | actives 0.061% (n = 320,000) | activation, % at 3 µM | P30559 | CHO-OTR cells, Fluo-8 calcium fluorescence, potentiator mode; 0% = oxytocin EC15, 100% = EC100;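 active means activation above that plate's cutoff, the mean activation of tested compounds plus 3 SD, cut at about 6.6% in these data, passing the limit was not always enough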;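 further: 100% uses oxytocin at 75 nM as the full agonist control; some results filed as inactive read as strong as hits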
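Material: CHO-OTR cells, human receptor; compound dosing: single dose, 3.0 µM nominal final compound concentration; schedule: 6 min compound pre-incubation at room temperature, 100 s kinetic read; measured by: kinetic Fluo-8 calcium fluorescence; read-out basis: % activation vs EC15 and EC100 oxytocin; controls: EC15 oxytocin alone as 0%, 75 nM oxytocin as 100%; replicates: singlicate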
M1 PAM parental – counter-screen for M1 PAMs: effect in parental CHO-K1 cells | actives 0.02% (n = 360,000) | AID 602247 | activation, % at 3 µM | ATP EC20, Fluo-8 calcium fluorescence; 0% at ATP EC20, 100% at ATP max;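 active means activation above the run cutoff, the mean activation of all test compounds plus 3 SD, cut at about 40% in these data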;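 further: peak over basal fluorescence ratio in a 140 s read after ATP addition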
An asterisk follows results filed as active; · = no result given.

SMILES	CHO-K1 Ca antag	V1aR counter	TAAR1 antag	CHO-K1 Ca ag	OXTR ag	CHO parental Ca	GPR7 antag	OXTR potentiator	M1 PAM parental
CCN1CCN(c2ccc(S(=O)(=O)N3CCCCC3)cc2NC(=O)/C=C/c2ccc(OC)c(OC)c2)CC1	-1	1.3	-11	0.2	0.3	-15	·	-2	-1
O=C(/C=C/c1cn(-c2ccccc2)nc1-c1cccs1)NCCN1CCOCC1	-10	2.0	53*	7.8	0.8	-22	0	-3	16
CCCCCn1c(N2CCC(C(N)=O)CC2)nc2c1c(=O)[nH]c(=O)n2C	10	0.3	2	-0.3	1.4	3	9	1	-4
CC1CCCN(C(=O)Nc2ccc(Br)cc2Cl)C1 (stereo not drawn)	4	-1.4	20	-0.3	-1.9	-9	-12	0	18
CC(C)c1cccc(OCCCCN(C)C)c1	10	2.3	-3	1.3	1.3	-10	-7	-6	6
COc1ccc(CNc2ncc(-c3ccc(Cl)cc3)n2C)c(OC)c1OC	-1	-0.3	4	0.3	-0.7	-18	0	1	0
CCN1CCN(c2ccc(S(=O)(=O)N3CCCCC3)cc2NC(=O)c2cccc(C)c2)CC1	10	0.4	-28	1.0	0.2	-11	·	-2	-20
CCOc1ccc(OCCC(=O)OCC(=O)N2CCN(S(=O)(=O)c3ccc(C)cc3)CC2)cc1	3	-0.2	0	-0.1	-1.7	-13	·	-8	-3
Cc1cc(N/C(=N\S(=O)(=O)c2ccc(F)cc2F)c2ccccc2)no1	-20	-0.3	7	6.1	-0.1	-14	4	4	-8
COCCCNC(NC(=O)c1ccc(Cl)cc1)C(Cl)(Cl)Cl (stereo not drawn)	1	3.2	-3	1.7	3.3	-3	-6	-6	0
O=C(C1CCCCC1)N1C[C@@H](O)[C@H](n2cc(-c3ccc(F)cc3)nn2)C[C@@H]1c1ccccc1	3	·	5	-0.1	·	·	·	·	10
COc1ccc(C(=O)OCC(=O)NCCCc2ccccc2)cc1OC	-10	1.6	2	1.0	-1.0	-18	-8	-9	13
O=C1NC[C@H](Cc2ccccc2)N(C[C@@H]2CCCN2C[C@H](Cc2ccccc2)N2C[C@H](Cc3ccccc3)N(CCc3ccccc3)C(=O)C2=O)C1=O	17	·	-8	-0.4	·	·	·	·	-5
CCSc1nnc(-c2cc(Br)ccc2N)c(=O)[nH]1	14	-1.3	7	-0.8	-0.7	0	-3	0	-12
Cc1cccc(OC2CCN(Cc3nc(CC4CC4)no3)CC2)c1	-15	-0.8	-2	1.5	-2.1	-10	20*	-3	18
CN(C)S(=O)(=O)c1cccc(C(=O)Nc2cc(Cl)cc(Cl)c2)c1	4	3.4	33	2.8	-0.1	0	-5	-14	6
Cc1nc(C(=O)N(C)C)nn1-c1cc(Cl)cc(Cl)c1	-3	0.1	-2	0.6	0.7	-9	-2	3	21
O=C(COc1cccc(F)c1)NNC(=O)Cc1ccc(S(=O)(=O)N2CCOCC2)s1	-10	-0.2	-14	0.2	-0.5	-13	·	-5	-10
Cc1cc(Nc2ccccc2Br)n2nc(C)nc2n1	-21	0.0	-5	0.5	-0.4	-6	-10	-1	23
CCn1c(O)c(N=NC(=O)CNC(=O)c2ccccc2F)c2ccccc21	-16	1.6	-13	1.3	0.1	-29	-10	-3	16
CC(C)(C)NC(=O)C(c1ccc(O)cc1)N(Cc1ccco1)C(=O)Cn1nnc(-c2cccs2)n1 (stereo not drawn)	-7	-0.2	-2	1.9	-0.8	-18	-11	-6	8
COCCCn1cnc2c(c1=O)c1nc3ccccc3nc1n2-c1ccc(C)cc1	-6	0.5	0	0.0	-1.5	-7	-4	1	19
COc1ccc(Cn2c(=O)[nH]c3cc(C(=O)NCCCN4CCCCCC4)ccc3c2=O)cc1	-12	2.4	-9	7.3	0.6	-14	-6	-6	19
O=C(NCc1ccco1)C1(S(=O)(=O)c2ccc(Cl)cc2)CC1	-8	4.7	7	-0.6	-1.2	-14	4	1	22
COc1ccc([C@H]2CC(=O)C=C(c3ccc(C)cc3)C2)cc1OC	-5	4.4	28	1.1	4.7	-7	·	-6	-16
O=C(Nc1cccc2ccccc12)c1ccc([N+](=O)[O-])o1	-9	-0.4	-3	0.9	-0.7	-7	-22	7	18
C[C@H](CO)N1C[C@H](C)[C@@H](CN(C)C(=O)CCC(F)(F)F)OCc2cnnn2CCCC1=O	-14	·	-9	0.4	·	·	·	·	16
CCN(CC(=O)NCc1ccc(Cl)cc1)S(=O)(=O)c1ccc(NC(C)=O)cc1	9	1.9	78*	6.8	3.2	-15	9	-12	-14
COc1cccc(C(C(=O)NC(C)(C)C)N(C(=O)CCC(=O)Nc2cc(C)on2)C2CC2)c1OC (stereo not drawn)	-9	-1.2	0	0.0	-1.4	-10	-3	-13	6
O=S(=O)(c1ccc(Br)s1)N1CCN(CCOc2ccccc2)CC1	4	6.5	23	-0.6	-1.6	-9	·	-12	-13
CC1(C)Cc2c(sc3c2c(=O)n(-c2ccc(Cl)cc2)c(=O)n3CC(N)=O)CO1	-6	-1.7	-5	0.1	-0.1	0	-11	-3	8
COc1ccccc1C(=O)NNC(=S)NC(=O)c1cc(OC)c(OC)c(OC)c1	8	12	18	0.4	21*	1	-8	-18	-4
Cc1ccc(-c2nc3ncccc3o2)cc1N	-5	-0.6	5	0.1	-0.7	-21	0	0	6
N#CCc1ccc(NC(=O)c2cc(S(=O)(=O)N3CCOCC3)ccc2Cl)cc1	-6	4.5	-17	5.6	2.3	-6	-6	-10	20
O=C1CCC(C(=O)OCC(=O)C23CC4CC(CC(C4)C2)C3)N1 (stereo not drawn)	-2	1.3	-21	0.8	0.5	6	0	-12	20
CCOC(=O)[C@H]1[C@H]2COc3ccc(OC)cc3[C@@H]2N2C(=O)c3ccc(F)cc3NC(=O)[C@@]12C	-11	0.2	18	-0.7	-0.8	-12	·	-1	8
O=C(NC(=S)NNC(=O)c1ccccc1F)c1cccnc1	-12	-0.2	-9	1.2	-0.9	-1	-4	-4	27
CC(C)OC(=O)CSc1ncnc2c1cnn2Cc1ccccc1	-9	-0.3	13	3.8	-0.3	-21	-2	-14	16
Cc1ccc(-n2nnnc2-c2cccnc2)cc1	-9	-0.1	11	1.1	0.0	-11	-11	-9	12
O=C(CSc1nc(=O)n(CCCN2CCOCC2)c2c1CCCC2)Nc1cccc(F)c1	5	-0.4	-4	2.8	-0.2	-23	·	8	-15

3 structures already listed, ordered by formula weight, rising.
SMILES	CHO-K1 Ca antag	V1aR counter	TAAR1 antag	CHO-K1 Ca ag	OXTR ag	CHO parental Ca	GPR7 antag	OXTR potentiator	M1 PAM parental
O=C(NC(=S)NNC(=O)c1ccccc1F)c1cccnc1	-12	-0.2	-9	1.2	-0.9	-1	-4	-4	27
CC1(C)Cc2c(sc3c2c(=O)n(-c2ccc(Cl)cc2)c(=O)n3CC(N)=O)CO1	-6	-1.7	-5	0.1	-0.1	0	-11	-3	8
O=C(CSc1nc(=O)n(CCCN2CCOCC2)c2c1CCCC2)Nc1cccc(F)c1	5	-0.4	-4	2.8	-0.2	-23	·	8	-15

Following part:
SMILES	CHO-K1 Ca antag	V1aR counter	TAAR1 antag	CHO-K1 Ca ag	OXTR ag	CHO parental Ca	GPR7 antag	OXTR potentiator	M1 PAM parental
CCN(CC)C(=O)CSc1nc(O)cc(=O)n1CC	-6	0.2	6	0.8	-0.1	-7	-4	2	7
CC1CCCC(NC(=O)COC(=O)c2sc3ccccc3c2Cl)C1C (stereo not drawn)	-3	0.7	-2	0.1	-1.6	-4	-7	-3	18
CN(Cc1ccccc1)S(=O)(=O)c1ccc(NC(=S)NC(=O)C2CCCCC2)cc1	-8	1.9	9	0.4	0.0	-19	-16	-11	15
Cc1cc(C)cc(-n2ncc3c2CCCC3NC(=O)C2(C(N)=O)CC2)c1 (stereo not drawn)	-3	5.6	-22	3.2	2.7	5	0	-5	-9
CCN1CCN(C2=C(NS(=O)(=O)c3ccc(NC(C)=O)cc3)C(=O)c3ccccc3C2=O)CC1	-4	0.5	-8	1.4	-0.2	-18	0	-11	-9
CC(O)c1cccc(NC(=O)Nc2cccc(NC(=O)Nc3cccc(C(C)O)c3)c2)c1 (stereo not drawn)	-15	·	-24	1.3	·	·	25	·	-9
O=Nc1c(-c2ccccc2)cc2ccccn12	-20	-0.2	11	0.8	-1.3	-8	4	-3	17
Cc1nc2ccccc2c2nc(N)nn12	0	1.4	-1	0.3	0.0	0	0	-3	7
Cc1ccc(-c2csc(=S)n2CC(=O)OCC(=O)NCc2ccco2)cc1	0	6.2	27	5.8	6.0	7	4	-16	10
O=C1CC(N2CCN(c3ccccc3O)CC2)C(=O)N1Cc1ccccc1 (stereo not drawn)	-15	-0.1	-13	3.0	-0.3	-13	-5	-15	11
COc1ccc(C(=O)OCC(=O)c2c(N)n(C)c(=O)n(C)c2=O)c(OC)c1OC	-23	1.3	-12	1.1	3.6	-2	·	4	20

Reprinted at random: three records from the list, in no set order.
SMILES	CHO-K1 Ca antag	V1aR counter	TAAR1 antag	CHO-K1 Ca ag	OXTR ag	CHO parental Ca	GPR7 antag	OXTR potentiator	M1 PAM parental
CC(O)c1cccc(NC(=O)Nc2cccc(NC(=O)Nc3cccc(C(C)O)c3)c2)c1 (stereo not drawn)	-15	·	-24	1.3	·	·	25	·	-9
COc1ccc(C(=O)OCC(=O)c2c(N)n(C)c(=O)n(C)c2=O)c(OC)c1OC	-23	1.3	-12	1.1	3.6	-2	·	4	20
CC1CCCC(NC(=O)COC(=O)c2sc3ccccc3c2Cl)C1C (stereo not drawn)	-3	0.7	-2	0.1	-1.6	-4	-7	-3	18
